NPYLR7 ag: mosquito NPYLR7 agonism; HEK293T NPYLR7/Galpha15, GCaMP6s calcium fluorescence; activation, % at 10 µM; hit rate 0.15% among 270,000; in the data active means activation above about 40%;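 further: 0% = vehicle and 100% = reference agonist at the receptor; some compounds past the cut are filed as inactive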
mcGAS lum: mouse cGAS inhibition by luminescence | hit rate 0.15% among 160,000 | recombinant cGAS, Kinase-Glo ATP depletion luminescence | inhibition, % at 12.5 µM;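 further: 0% = negative control wells and 100% = reference inhibitor with no enzyme activity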
hcGAS lum: blocks human cGAS activity. inhibition, % at 12.5 µM. hit rate 0.081% among 290,000. recombinant h-cGAS, ATP depletion, Kinase-Glo luminescence. AID 1259398. Q8N884;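 further: 0% = vehicle reaction and 100% = reaction without DNA for no activity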
Target sequence (Q8N884 whole entry, looked up): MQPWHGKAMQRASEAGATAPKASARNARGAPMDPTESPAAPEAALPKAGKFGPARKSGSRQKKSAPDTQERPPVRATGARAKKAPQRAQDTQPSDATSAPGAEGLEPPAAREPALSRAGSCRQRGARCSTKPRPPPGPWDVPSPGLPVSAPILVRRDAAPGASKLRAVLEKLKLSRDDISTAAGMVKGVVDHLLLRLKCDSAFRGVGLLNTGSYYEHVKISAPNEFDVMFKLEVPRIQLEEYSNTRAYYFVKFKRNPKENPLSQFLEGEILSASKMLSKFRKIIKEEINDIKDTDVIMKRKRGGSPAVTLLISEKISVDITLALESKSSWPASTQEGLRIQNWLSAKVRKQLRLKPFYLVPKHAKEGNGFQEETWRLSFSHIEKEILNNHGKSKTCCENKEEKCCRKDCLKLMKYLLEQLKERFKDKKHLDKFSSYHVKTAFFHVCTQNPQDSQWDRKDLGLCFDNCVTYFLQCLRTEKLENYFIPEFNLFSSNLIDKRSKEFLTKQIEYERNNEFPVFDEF
The depositor's hits bear a star; nt = not tested or not shown; & = joins results of further samples. Unless noted, no stated cut-off is given here; in the data, active means inhibition above about 40%; inactive means the rest.

Results follow in this order: NPYLR7 ag | mcGAS lum | hcGAS lum
- COCc1cnc2c(c1SCC(=O)Nc1ccc(C(=O)OC)cc1)c(=O)n(C)c(=O)n2C
  6 | -8 | -5
- O=S(=O)(NCCc1ccc2c(c1)OCO2)c1cccc(F)c1
  1 | nt | -5
- O=C(c1csc2c1CCCC2)N1CCN(S(=O)(=O)c2ccccc2F)CC1
  2 | nt | 1
- CC(=O)NC1=NN(C(C)=O)C2(S1)C(=O)N(Cc1ccccc1)c1c(C)cccc12 (configuration not stated)
  3 | -5 | 2
- CCN1CCN(C(c2cccc(Br)c2)C2Sc3nc(C)nn3C2=O)CC1 (configuration not stated)
  2 | -6 | -6
- CN(Cc1cc(C#N)ccc1F)C(=O)Nc1ccccc1
  10 | nt | -18
- CCN(CC)C(=O)C1(NC(=O)c2ccc(=O)[nH]c2)CCCCC1
  0 | -15 | -6
- Cc1nc(C)c(C(=O)N(CC2CCN(Cc3ccccc3C)CC2)CC2CCCO2)s1 (configuration not stated)
  15 | nt | -12
- CCCCCCOc1ccc(C(=O)OC)c(C#N)c1
  3 | nt | 3
- CCOC(=O)c1c(C)c(C(=O)CN(C(=O)c2cccc(Br)c2)C2CC2)c(C)n1C
  -5 | -6 | -8
- CN(C(=O)CCn1cncn1)C1CCc2ccccc21 (configuration not stated)
  0 | nt | 3
- O=C1Nc2ccccc2Oc2ccc(NS(=O)(=O)C3CCCCC3)cc21
  3 | nt | 6
- O=C1OC(Cc2ccccn2)C(=O)C1C1=NC2CCCCC2N1 (configuration not stated)
  0 | nt | 5
- O=c1oc2ccccc2n1CCN1CCCC(Cn2ccnc2)C1 (configuration not stated)
  22 | nt | -5
- Cc1ccc(NC(=O)N(CCC#N)C(C)C)cc1Cl
  1 | nt | -2
- COc1ccc(Cn2ccnc2CNCCN2CCOCC2)cc1
  -5 | -3 | -1
- Cc1ccc(S(=O)(=O)NCc2ccc3c(c2)OCO3)c(C)c1
  3 | nt | -4
- CS(=O)(=O)N1CCCN(C(=O)CN2CCc3sccc3C2c2cccc(F)c2)CC1 (configuration not stated)
  13 | -8 | -8
- CSc1ccc(COc2coc(CN3CCN(C(=O)c4cc(C(F)(F)F)cc(C(F)(F)F)c4)CC3)cc2=O)cc1
  28 | -5 | -9
- CC(Oc1ccc(Cl)cc1Br)C(=O)N(C)c1cccc(C#N)c1 (configuration not stated)
  2 | -2 | -1
- O=C1CCCN1CCC(=O)N1CCCC(Nc2ccc(F)cc2)C1 (configuration not stated)
  4 | 0 | 5
- CC(=O)N1N=C(c2ccccc2O)CC1c1c(F)cccc1Cl (configuration not stated)
  -3&2 | -9&-6 | -14&0
- C/C(Nc1ccc2oc(=O)ccc2c1)=C1/C(=O)CC2[C@@H]1C2(C)C (some centres not stated)
  8 | 0 | 9
- CC(C)(C)c1ccc(-c2nc(NC(=O)C(=O)NC3CC3)n[nH]2)cc1
  8 | nt | -5
- O=S(=O)(c1ccc2c(c1)OCCO2)N1CCCC1c1ccc2c(c1)OCCO2 (configuration not stated)
  4 | nt | -5
- O=C(O)C(CCCCN1C(=O)C2C3CCC(C3)C2C1=O)N1C(=O)C2C3CCC(C3)C2C1=O (configuration not stated)
  5 | -3 | 2
- Cc1nc2c(c(=O)[nH]1)CCN(S(=O)(=O)NCc1ccccc1)CC2
  1 | -13 | 0
- CCCCc1nc2sc3c(=O)n(N)cnc3c2c2c1CCC2
  1 | nt | -4
- Cc1nc2sccn2c(=O)c1NC(=O)C(C)Oc1ccc2c(c1)OCO2 (configuration not stated)
  0 | -10 | -8
- CNc1cc(-c2ccc(O)cc2C)ncn1
  2 | nt | -16
- CC(COc1ccccc1)N(CCCl)Cc1ccccc1 (configuration not stated)
  -3&3&-2&1&-7 | 0&6&27 | 0&-1&-7&3&3
- COCCN(CCC(=O)NCCC(c1ccccc1)c1ccccc1)c1nc(Cc2ccc(F)cc2)ns1
  -1 | -5 | -4
- O=C(Nc1ccccc1)NC1CCN(c2ccccc2C(=O)N2CCOCC2)CC1
  23 | -5 | -4
- CC(NCc1ccc(C2CC2C)o1)c1ccc(-n2ccnc2)cc1 (configuration not stated)
  15 | nt | -6
- COc1ccccc1-c1ncc(CN2CCC3(CCNCC3)CC2)cn1
  -6 | nt | -9
- O=C1CC(NC(=O)CCc2cn3ccccc3n2)c2ccccc2N1 (configuration not stated)
  nt | 0 | 4
- CCNc1cc(C)nc(N2CCN(C(=O)c3ccc(C)cc3)CC2)n1
  0 | nt | 1
- CCCCOc1ccc(S(=O)(=O)N2CCN(c3c(-c4ccccc4)cnc4ncnn34)CC2)cc1
  -3 | 1 | -1
- CCOC(=O)C1CCCN(C(=O)c2cc(-c3ccccc3OC)n3nc(C)c(-c4ccccc4)c3n2)C1 (configuration not stated)
  -4 | 0 | 3
- CCOC(=O)c1c(C)[nH]c(C(=O)CSc2nc(C)nc3sc4c(c23)CCC4)c1C
  -3&5 | nt | -1&-2
- NS(=O)(=O)c1ccc(N2CCN(CCCc3cn[nH]c3)CC2)cc1
  0 | nt | -9
- COc1ccc2[nH]cc(CCN3C(=O)c4ccccc4C3=O)c2c1
  5 | -7 | 0
- COC(=O)CCN(c1cccc(F)c1)S(=O)(=O)c1cnn(C)c1
  -5 | -3 | 3
- Cc1ccc(-n2nnnc2SCC(=O)NC(C)c2cccs2)cc1 (configuration not stated)
  1 | nt | -6
- CC1(C(=O)NCc2ccc(C(F)(F)F)cc2)CCN1Cc1ccc(-c2ccccn2)cc1 (configuration not stated)
  9 | nt | -9
- CCOCCCN(CC(=O)N(Cc1ccccc1)Cc1ccc(C)o1)C(=O)C1CCC1
  nt | -4 | -6
- CN=c1scc(-c2ccc(F)cc2)n1N=C(C)c1ccc(O)cc1O
  -7 | nt | -5
- O=C(c1csc2nc(-c3ccccc3)cn12)N1CCCC(c2ccccc2)CC1 (configuration not stated)
  15 | nt | -3
- CC(C)(C)NC(=O)NC(=O)Cn1ncc(Cl)c(Cl)c1=O
  3 | -5 | -4
- CC(=O)NCCNC(=O)c1nnc2n1CCN(Cc1ccc(-c3ccccc3)cc1)C2
  3 | nt | 5

The list goes on.
Results follow in this order: NPYLR7 ag | mcGAS lum | hcGAS lum
- CS(=O)(=O)Oc1ccc(CN(Cc2ccccc2)C(=O)c2ccc(Cl)cc2)cc1
  -1 | -3 | -3
- COC(=O)c1ccc(Cn2c(C)c(C(=O)NCc3cccc([N+](=O)[O-])c3)sc2=O)o1
  7 | nt | -6
- COc1ccc(C(C2Sc3ncnn3C2=O)N2CC(C)OC(C)C2)cc1 (configuration not stated)
  1 | -2 | -1
- CC(=O)NCCC1CCCCN1Cc1cn(C)nc1-c1cccc(Cl)c1 (configuration not stated)
  4 | nt | -4
- COc1ccc2cc(-c3[nH]ncc3CN3CCC(OCc4cccnc4)CC3)ccc2c1
  5 | nt | -9
- CCOC(=O)c1ccc(-c2ccc(/C=C3/SC(=S)N(CC(=O)O)C3=O)o2)cc1
  -6 | -6 | -4
- CCCCN(CC(=O)N(CCc1ccc(OC)c(OC)c1)Cc1cccs1)C(=O)Nc1ccccc1OCC
  -2 | -4 | -6
- Cc1nc(NCC(=O)O)c2c(C)c(C)sc2n1
  2 | 1 | 2
- Fc1ccccc1CSCCNC1CC2CC=CC21 (configuration not stated)
  5 | -3 | 0
- COC(=O)CC1(NC(=O)C2CC2c2ccc(F)cc2F)CCOCC1 (configuration not stated)
  4 | nt | -7
- O=S(=O)(c1ccc(F)cc1)N1CCN(c2ccnc3cc(Cl)ccc23)CC1
  -1 | nt | 0
- O=S1(=O)CCC(Nc2ncnc3sc4c(c23)CCCCC4)C1 (configuration not stated)
  0 | nt | -5
- COc1cccc(Cn2c(=O)c(C(=O)N3CCOCC3)nn(-c3ccc(OC)c(OC)c3)c2=O)c1
  -1 | -3 | 1
- NC(=O)c1ccc(NC(=O)CCNC2CCCc3ccccc32)cc1 (configuration not stated)
  15 | nt | -3
- Cc1cc(C)n(-c2nc3c(c(=O)n2CC(N)=O)CCCC3)n1
  -6 | -9 | -5
- CSc1ccc(CNCc2ccc3c(c2)OCO3)cc1
  -1 | nt | -12
- O=C(O)c1ccc(-c2nccn2CC2(O)CCCCC2)cc1
  24 | -15 | -2
- Cc1ccc(C2C(=C(O)c3ccccc3)C(=O)C(=O)N2CCN2CCOCC2)cc1 (configuration not stated)
  2 | -3 | 2
- O=C(c1cccc(F)c1)N(Cc1cccnc1)Cc1nccn1Cc1ccc(C(F)(F)F)cc1
  5 | -3 | 4
- O=S(=O)(c1cccs1)N(c1cccc2ccccc12)C(F)F
  -3 | nt | -3
- CCOC(=O)C(C)n1nc(CC)n2c(cc3occc32)c1=O (configuration not stated)
  4 | -4 | -1
- Brc1ccc(-c2nnc(CSc3nnc(NC4CC4)s3)o2)cc1
  7 | nt | -5
- COC(=O)Oc1c(Br)c(=O)oc2ccccc12
  -2 | -6 | 0
- CC1(C)CC(=O)C2C(=Nc3cc(C(=O)c4ccccc4)ccc3NC2c2cccnc2)C1 (configuration not stated)
  2 | -7 | -2
- COc1cccc([C@@H]2CCCN(C(=O)c3cn(-c4ccccc4)nn3)C2)c1
  3 | nt | -1
- CCn1cc(C(CC(=O)NCc2ccccn2)c2ccc(F)cc2)c2ccccc21 (configuration not stated)
  27 | -4 | -8
- CCOC(=O)CSc1nc(-c2ccccc2)cc(-c2ccc(OC)cc2)c1C#N
  -3 | -7 | 0
- O=C(CC(c1ccccc1)c1ccccc1)Oc1coc(CSc2ncccn2)cc1=O
  -23 | 6 | 7
- COc1cccc(-c2ccc(NC(=O)C3CCCN(C(=O)c4ccncc4)C3)cc2)c1 (configuration not stated)
  4 | nt | -6
- Cc1ccccc1C(=O)NC(C(=O)N1CCCC1)C1CCN(C(=O)c2ccc(F)cc2)CC1 (configuration not stated)
  21 | -6 | -7
- O=C(CC1CCc2ccccc21)NCCc1csc(-c2ncccn2)n1 (configuration not stated)
  24 | -14 | -2
- CC(C)CCNc1nc(C(=O)OC(C)C(N)=O)cs1 (configuration not stated)
  12 | nt | -5
- COC(=O)c1cccc(NS(=O)(=O)c2ccc(C)s2)c1
  2 | nt | -8
- COc1ccc(S(=O)(=O)N2CCc3ccccc3C2)cc1N1CCN(C(=O)c2ccc([N+](=O)[O-])o2)CC1
  10 | -6 | 6
- CCCCSc1nnc2c(n1)OC(c1cccc([N+](=O)[O-])c1)Nc1ccccc1-2 (configuration not stated)
  -8 | 1 | 6
- COc1ccc(OC)c(-c2cc(C(=O)N3CCN(C4CCCCC4)CC3)n(C)n2)c1
  4 | nt | 0
- O=C(Nc1nnc(C(F)(F)F)s1)C1(c2cccc(Cl)c2)CC1
  -19 | nt | -3
- Cc1cc(C)c(C#N)c(Nc2cccc3ccccc23)n1
  0 | -7 | -2
- COc1cc(OC)cc(C(=O)NCCN=C2NS(=O)(=O)c3ccccc32)c1
  4 | 0 | 0
- N=C1C=CC(=C(c2cccc(N)c2)c2cccc(N)c2)C=C1
  8&22 | nt | -76&-68

Grouped by structure: the compounds so far with a COOH group.
Results follow in this order: NPYLR7 ag | mcGAS lum | hcGAS lum
- O=C(O)C(CCCCN1C(=O)C2C3CCC(C3)C2C1=O)N1C(=O)C2C3CCC(C3)C2C1=O (configuration not stated)
  5 | -3 | 2
- CCOC(=O)c1ccc(-c2ccc(/C=C3/SC(=S)N(CC(=O)O)C3=O)o2)cc1
  -6 | -6 | -4
- Cc1nc(NCC(=O)O)c2c(C)c(C)sc2n1
  2 | 1 | 2
- O=C(O)c1ccc(-c2nccn2CC2(O)CCCCC2)cc1
  24 | -15 | -2

(list continues)
Results follow in this order: NPYLR7 ag | mcGAS lum | hcGAS lum
- COCCn1c(C)cc(O)c(C(c2ccc(F)cc2)N2CCC(C)CC2)c1=O (configuration not stated)
  11 | nt | -6
- CNC(=O)[C@@H]1C[C@H]2CN(Cc3ccc(OC)cc3)C(=O)c3cccc(c32)N1C(=O)c1cc(C)oc1C
  2 | -4 | -1
- Cc1cc(C)nc(SCc2cc(=O)c(OC(=O)c3ccc(F)c(F)c3)co2)n1
  -14 | -7 | -7
- COc1ccc(N2C(=O)N(CC(=O)NC3CCCC3)c3ccccc3S2(=O)=O)cc1OC
  3 | -4 | -3
- S=c1nc(C2CC2)n(-c2ccccc2)[nH]1
  -8 | nt | -4
- CC(C)CCN1C[C@@H](C(=O)N2CCCCC2)[C@H](c2cccnc2)C1
  nt | -3 | -1
- CCn1c(SCC(=O)Nc2cc(C)ccc2C)nc2c([nH]c3ccccc32)c1=O
  3 | -6 | -4
- c1ccc(-c2cccc(Cn3cnnc3)c2)cc1
  -2 | nt | 2
- COc1cccc(C(CN2CCN(C(=O)NCCc3ccccc3)CC2)OCc2ccc(C)cc2)c1 (configuration not stated)
  6 | -5 | -2
- N#CC1(c2ccccc2)CCN(C(=O)C2CCCCC2C(=O)N2CCc3ccccc3C2)CC1 (configuration not stated)
  -6 | 0 | -1
- O=c1[nH]c(CSc2nncn2-c2ccccc2)nc2ccc(Cl)cc12
  -2 | -14 | -3
- C[C@@]12CCC(=O)C[C@@H]1C[C@H](OC(=O)Nc1ccccc1)CC2
  1 | -8 | 2
- CCCc1ccc(-c2nc(C3CCC(C4CCC(CCC)CC4)CC3)no2)cc1 (configuration not stated)
  2 | nt | -3
- CN1C[C@@H](NC(=O)C2CCC2)C[C@H]1C(=O)NCc1cccc2ccccc12
  12 | nt | -9
- CCCN(CC(F)(F)F)C(=O)COc1ccc(CC(N)=O)cc1
  -1 | nt | -1
- O=C(c1ccc(=O)n(Cc2ccc(F)cc2)n1)N1CCN(c2ccc(F)cc2)CC1
  0 | nt | -11
- CC(=O)CSc1nnc(N)s1
  0 | nt | -2
- CC1CCCCC1N1CNC(=S)NC1 (configuration not stated)
  1 | -6 | -1
- COc1cccc(-c2cc(C(=O)N3CCN(Cc4ccc5c(c4)OCO5)CC3)n3nc(C(C)(C)C)cc3n2)c1
  -11&10 | -7&-4 | -3&-5

Assay outcomes: PubChem BioAssay, Fisher Drug Discovery Resource Center
